Screening results from PubChem BioAssay.
KB-V1 MDR tox: KB-V1 MDR subline cytotoxicity. KB-V1 MDR cells viability, CellTiter-Glo, 72 h. Potency, µM (top dose mostly 46.1 µM), inactives show at the highest dose activity change, negative = cytotoxicity, actives largely listed as cytotoxic. 400,000 tested, 3.4% active. AID 1347076; note: potency is the fitted concentration of half-maximal effect; % is set by controls: 0 for no effect and ±100 for the full control effect; nearly all actives have a fitted effect of over 60% in size
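Luminescent ATP read-out (CellTiter-Glo, 10 min) measures survival of drug-selected KB-V1 MDR cells after 72 h, 37 degrees C compound exposure. Medium: phenol-red-free DMEM, 10% FBS. Values from fitted concentration-response curves.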
GLP-1R agonist: activates the human GLP-1 receptor | 380,000 tested, 0.007% active | P43220 | AID 624172 | Potency, µM (series often up to 45.6 µM), inactives show top-dose activation, actives largely listed as activators | HEK293 GLP-1R CRE-luciferase, luminescence, 4-6 h; cells express a hypersensitive GLP-1R form; note: potency is the fitted concentration of half-maximal effect; % of control where 0% means no effect
Target sequence (P43220 whole entry, looked up): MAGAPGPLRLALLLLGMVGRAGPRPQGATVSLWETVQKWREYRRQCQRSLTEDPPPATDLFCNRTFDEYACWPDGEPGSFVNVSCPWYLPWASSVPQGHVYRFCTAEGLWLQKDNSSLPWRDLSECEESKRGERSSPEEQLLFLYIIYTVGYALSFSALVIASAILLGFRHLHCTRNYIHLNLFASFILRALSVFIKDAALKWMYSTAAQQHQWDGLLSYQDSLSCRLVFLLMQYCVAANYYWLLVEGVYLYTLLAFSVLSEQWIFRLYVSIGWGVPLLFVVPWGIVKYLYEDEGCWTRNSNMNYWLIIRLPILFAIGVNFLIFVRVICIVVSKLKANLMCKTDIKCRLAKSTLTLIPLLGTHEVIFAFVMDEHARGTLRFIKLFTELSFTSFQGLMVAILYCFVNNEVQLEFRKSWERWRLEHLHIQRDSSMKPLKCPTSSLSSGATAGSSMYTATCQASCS
KB-3-1 tox: KB-3-1 parental cell cytotoxicity. Potency, µM (top dose mostly 46.1 µM), for the others: at the top dose activity change, negative = cytotoxic, most hits filed as cytotoxic. 400,000 tested, 1.4% active. AID 1347075. KB-3-1 viability, CellTiter-Glo ATP luminescence, 72 h; note: potency is the fitted concentration of half-maximal effect; % is set by controls: 0 for no effect and ±100 for the full control effect; nearly all actives have a fitted effect of over 60% in size
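Cytotoxicity in the drug-sensitive parental line KB-3-1 was scored as loss of CellTiter-Glo luminescence following 72 h incubation with compound. Values come from curve fitting of normalized concentration-response data.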
SW480 rereplic: induces DNA re-replication in SW480 colon adenocarcinoma cells; SW480 DNA re-replication, Hoechst DNA content imaging, 48 h; Potency, µM (titrated, usually from 46.1 µM), without a hit: at the highest dose re-replication activation, hits mostly activators; 340,000 tested, 1.8% active; AID 624297; note: potency is the fitted concentration of half-maximal effect; % of control where 0% means no effect; nearly all actives have a fitted effect of over 55% in size
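Image-based read-out: total Hoechst fluorescence of nuclei (405 nm excitation, 500-530 nm emission), with hits raising the fraction of high-intensity nuclei. SW480 colon cells incubated 48 hr with compounds at 37 C.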
HT1080NT lethal: kills 2HG-producing HT-1080-NT fibrosarcoma cells; HT-1080-NT fibrosarcoma viability, CellTiter-Glo ATP luminescence, 48 h; Potency, µM (series often up to 46.1 µM), inactives show top-dose activity, negative = less viability, most hits filed as cytotoxic; 360,000 tested, 1.6% active;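 note: NT is the 2HG producing partner of a matched IDH1 knockdown line; potency is the fitted concentration of half-maximal effect; 0% = DMSO-treated cells and -100% = media-only wells without cells; nearly all actives have a fitted effect of over 55% in size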
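Read-out is CellTiter-Glo luminescence after 10 minutes at room temperature, following 48 hours' compound treatment of HT-1080-NT cells (750 cells/well, RPMI, 5% FBS, 37 degrees C).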
HT1080 IDH1KD tx: HT-1080 IDH1 knockdown cell toxicity (counter line); HT-1080 IDH1 knockdown viability, ATP luminescence, 48 h; Potency, µM (doses to about 46.1 µM), for the others: top-dose activity, negative = toxicity, most hits filed as cytotoxic; 360,000 tested, 2% active; AID 686971;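 note: potency is the fitted concentration of half-maximal effect; 0% = DMSO wells and -100% = cell-free medium wells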
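Viability of IDH1-knockdown HT-1080 fibrosarcoma cells was assessed by CellTiter-Glo after 48 h at 37 °C with titrated compound; concentration-effect curves were classified by fit quality and response size.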
DRD3 antagonist: antagonists of human D3 dopamine receptor; D3R cells, DiscoveRx beta-arrestin luminescence, antagonist mode; active compounds read low; 360,000 tested, 2.5% active; P35462; max response, negative = inhibition, %; in the data active = max response below about -50%; inconclusive = no clear call, values can overlap the other calls; note: % is set by controls: 0 for no effect and ±100 for the full control effect; mostly tested at two doses, the higher about 12 µM
Target sequence (P35462 whole entry, looked up): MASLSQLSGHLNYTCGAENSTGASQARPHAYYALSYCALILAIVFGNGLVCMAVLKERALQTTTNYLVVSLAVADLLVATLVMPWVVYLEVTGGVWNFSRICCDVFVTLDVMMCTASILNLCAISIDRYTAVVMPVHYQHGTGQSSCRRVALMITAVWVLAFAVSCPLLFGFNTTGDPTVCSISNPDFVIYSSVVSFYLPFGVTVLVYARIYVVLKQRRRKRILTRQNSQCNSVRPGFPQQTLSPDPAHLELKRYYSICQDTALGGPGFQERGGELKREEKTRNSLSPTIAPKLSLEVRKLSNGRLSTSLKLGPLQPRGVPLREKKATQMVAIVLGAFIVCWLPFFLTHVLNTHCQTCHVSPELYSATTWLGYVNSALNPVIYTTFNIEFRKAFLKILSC
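Cells expressing the human receptor were seeded at 1500 cells/well, incubated overnight at 37 degrees C in 5% CO2, then exposed to library compounds with dopamine controls for 90 minutes at 37 degrees C before luminescent detection.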
IL1B secr inh: inflammasome signaling inhibition, IL-1 beta readout. THP-1 LPS/ATP IL-1B secretion, AlphaLISA, 16 h; active compounds read low. activity change, % at 57.5 µM. 360,000 tested, 4.7% active. AID 743279; in the data active = activity change below about -50%; inconclusive = mostly about -30% to -49%; note: % is set by controls: 0 for no effect and ±100 for the full control effect
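Secreted IL-1B measured by AlphaLISA bead assay after 16 h compound exposure of THP-1 cells; compounds (final up to 57.5 uM) added 1 h before LPS (250 ng/mL) and ATP (1.25 mM) stimulation; lower signal means less secretion.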
D3 ag: D3 dopamine receptor (human) agonism; D3R DiscoveRx beta-arrestin cells, luminescence, 90 min; max activation, %; 410,000 tested, 0.58% active; AID 652048; in the data active = max activation above about 30%; note: 0% is about no effect; mostly tested at two doses, the higher about 12 µM
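Agonist-mode cell screen: cells plated at 1500/well and incubated overnight at 37 °C, then exposed to library compounds for 90 min at 37 °C. Detection reagent was added for 30–60 min at room temperature, and luminescence was read.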
Active calls of the source: *; ? = inconclusive; / = not tested or not shown; ! = not active in a repeat; [ ] = remark or other dose. Unless noted, calls come from the whole dose curve; as a rule, active = well fitted curve in the direction sought with a large enough effect; inconclusive = small, poorly fitted or top-dose-only effect, or another doubt; inactive = no such curve, though single readings can be large; an effect the other way counts as inactive or inconclusive.

molecule	KB-V1 MDR tox	GLP-1R agonist	KB-3-1 tox	SW480 rereplic	HT1080NT lethal	HT1080 IDH1KD tx	DRD3 antagonist	IL1B secr inh	D3 ag
N#C/C(=C/c1ccc(-c2ccc(S(=O)(=O)N3CCOCC3)cc2)o1)C(=O)NC1CC1	4%	20%	?	11%	-21%	-7%	25	?	18
COc1ccccc1NC(=O)/C(C#N)=C/C=C/c1ccco1	?	-12%	1.5µM*	0.92µM*	1.8µM*	1.4µM*	-11	23	-15
Cc1cccc(N(C(=O)Cc2cccs2)C(C(=O)NC2CCCC2)c2ccsc2)c1 (stereo not drawn)	-4%	13%	1%	-6%	-2%	7%	-18	0	0
O=C(NCc1ccco1)C1CC(=O)N(CCc2ccccc2)C1 (stereo not drawn)	3%	-2%	-3%	-2%[9.22 µM]	14%	6%	3	11	4
CC(=O)c1ccc(S(=O)(=O)N2CCN(c3ccnc4cc(Cl)ccc34)CC2)cc1	-7%	-6%	-18%	/	-15%	-15%	-3	?	0
COc1ccc2[nH]c(=O)c(CN(C(=O)c3ccncc3)C(C)(C)C)cc2c1	0%	4%	2%	-3%	-6%	-7%	-15	13	2
CCCC(c1nnnn1C1CCCC1)N1CCN(C(=O)c2ccco2)CC1 (stereo not drawn)	?	-6%	-2%	2%	10%	14%	29	-8	0
CC(C)C1Oc2ccccc2N(CC(=O)N(Cc2ccccn2)C2CC2)C1=O (stereo not drawn)	-17%	2%	-15%	-6%	13%	17%	14	21	-1
CCOc1ccc(C2C(C#N)=C(N)N(N(C)C)C3=C2C(=O)CCC3)cc1 (stereo not drawn)	0%	9%	-1%	-15%	2%	-1%	-4	-9	8
O=C(COc1ccc(F)cc1Cl)Nc1cccc(S(=O)(=O)N2CCCCCC2)c1	/	5%	/	18%	-11%	-6%	7	-12	-7
Cc1sc2ncnc(N3CCC(C(=O)NCC(=O)Nc4ccc(F)c(F)c4)CC3)c2c1C	/	-8%	/	3%	-17%	-21%	44	-79*	-26
COc1cc(/C=C/C(=O)N2c3ccccc3Sc3ccc(C(F)(F)F)cc32)cc(OC)c1OC	?	0%	-5%	-115%[inhibitor]	8%	4%	27	-2	0
COc1ccc(CC(=O)OC(C)C(=O)c2ccc(C)cc2)cc1 (stereo not drawn)	21%	0%	10%	18%	-8%	13%	-2	-3	-12
CCCCCc1ccc(CC(=O)N2CCOCC2)cc1	6%	20%	0%	-72%[inhibitor]	5%	0%	2	45	2
CC(C)(C)C1CCC(OC(=O)CN2CCCCC2)CC1 (stereo not drawn)	3%	1%	12%	-35%	23%	24%	-3	5	10

In another format: 9 of the compounds above.
Every second line gives: KB-V1 MDR tox	GLP-1R agonist	KB-3-1 tox	SW480 rereplic	HT1080NT lethal	HT1080 IDH1KD tx	DRD3 antagonist	IL1B secr inh	D3 ag
CCCC(c1nnnn1C1CCCC1)N1CCN(C(=O)c2ccco2)CC1 (stereo not drawn)
→ ?	-6%	-2%	2%	10%	14%	29	-8	0
CC(C)C1Oc2ccccc2N(CC(=O)N(Cc2ccccn2)C2CC2)C1=O (stereo not drawn)
→ -17%	2%	-15%	-6%	13%	17%	14	21	-1
CCOc1ccc(C2C(C#N)=C(N)N(N(C)C)C3=C2C(=O)CCC3)cc1 (stereo not drawn)
→ 0%	9%	-1%	-15%	2%	-1%	-4	-9	8
O=C(COc1ccc(F)cc1Cl)Nc1cccc(S(=O)(=O)N2CCCCCC2)c1
→ /	5%	/	18%	-11%	-6%	7	-12	-7
Cc1sc2ncnc(N3CCC(C(=O)NCC(=O)Nc4ccc(F)c(F)c4)CC3)c2c1C
→ /	-8%	/	3%	-17%	-21%	44	-79*	-26
COc1cc(/C=C/C(=O)N2c3ccccc3Sc3ccc(C(F)(F)F)cc32)cc(OC)c1OC
→ ?	0%	-5%	-115%[inhibitor]	8%	4%	27	-2	0
COc1ccc(CC(=O)OC(C)C(=O)c2ccc(C)cc2)cc1 (stereo not drawn)
→ 21%	0%	10%	18%	-8%	13%	-2	-3	-12
CCCCCc1ccc(CC(=O)N2CCOCC2)cc1
→ 6%	20%	0%	-72%[inhibitor]	5%	0%	2	45	2
CC(C)(C)C1CCC(OC(=O)CN2CCCCC2)CC1 (stereo not drawn)
→ 3%	1%	12%	-35%	23%	24%	-3	5	10

The list continues.
molecule	KB-V1 MDR tox	GLP-1R agonist	KB-3-1 tox	SW480 rereplic	HT1080NT lethal	HT1080 IDH1KD tx	DRD3 antagonist	IL1B secr inh	D3 ag
Cn1nc(C(=O)OCCN2C(=O)c3ccccc3C2=O)c2ccccc2c1=O	0%	-4%	3%	-1%	11%	6%	2	34	1
COC(=O)C1=C(C)NC2=C(C(=O)c3ccccc32)C1c1cccc(OC)c1 (stereo not drawn)	-10%	4%	-1%	-13%	13%	-1%	-14	-19	3
COc1ccc(C2=NCC(CSc3nccc(=O)[nH]3)S2)cc1 (stereo not drawn)	1%	6%	0%	-4%[9.22 µM]	4%	3%	-5	51	3
NS(=O)(=O)c1ccc(CCNc2ccnc3cc(Cl)ccc23)cc1	-4%	2%	-10%	-7%	-4%	-15%	6	2	-16
CCOc1cc(NC(=O)c2ccco2)c(OCC)cc1NC(=O)CCC(=O)NCc1cccnc1	?	8%	?	1%	6%	14%	19	-9	9
CN(CC(=O)Nc1ccc(F)c(F)c1F)C(=O)C1=NN(c2ccccc2)C(=O)CC1	13%	-1%	13%	-6%	7%	4%	15	6	3
O=C(Cc1cccs1)Nc1nnc(-c2ccccc2)s1	0%	-4%	-8%	-19%	-1%	0%	-6	2	-8
Cc1c(NC(=S)NC(=O)c2cccc(Cl)c2)c(=O)n(-c2ccccc2)n1C	5%	-3%	2%	-3%	-7%	0%	15	10	-7
CCN1CCCC1CNC(=O)Cn1nc(C)n2nc(-c3ccccc3)cc2c1=O (stereo not drawn)	13%	8%	-2%	-2%	-1%	-6%	-2	-3	-8
OC(CNCc1cccc(Br)c1)c1ccccc1 (stereo not drawn)	5%	?	-6%	-5%	-14%	5%	25	-27	-11
Cc1ccc(C(=O)c2cc3ccccc3o2)cc1	5%	1%	-3%	-1%	2%	9%	20	-2	-9
CC(=O)Nc1cccc2cc(S(=O)(=O)O)ccc12	0%	3%	8%	/	18%	18%	-18	29	-2
Cn1sc(NC(=O)c2ccccc2Cl)nc1=O	-4%	4%	-20%	-2%	12%	6%	14	38	-3
CSc1ncc(C(=O)Nc2cccc(S(N)(=O)=O)c2)n1-c1ccccc1	-4%	12%	-5%	20%	-2%	2%	-16	11	-9
Cc1cccc(C(=O)N2CCCC(N3CCN(c4ccccc4)CC3)C2)n1 (stereo not drawn)	-1%	9%	-30%	?	1%	10%	-3	47	7

Next compounds follow.
molecule	KB-V1 MDR tox	GLP-1R agonist	KB-3-1 tox	SW480 rereplic	HT1080NT lethal	HT1080 IDH1KD tx	DRD3 antagonist	IL1B secr inh	D3 ag
COc1ccc(/C=C2/SC(=S)N(CCC(=O)N3CCN(C)CC3)C2=O)cc1	-17%	1%	?	?	-2%	-6%	0	-84*	-21
COc1ccccc1N1CCN(CC(O)COc2ccc3c(c2)OCO3)CC1 (stereo not drawn)	27%	-2%	-6%	-4%	-2%	0%	-103*	-8	-14
Nc1nccnc1C(=O)OCC(=O)NCCc1ccc(Cl)cc1	9%	-1%	-12%	6%	-1%	-7%	-11	-4	2
COc1ccc(O)c(/C=N/NC(=O)c2cc(=O)[nH]c3ccccc23)c1	0%	5%	-7%	12%	?	?	7	224	3
CC(Oc1ccc(Br)cc1)C(=O)NCC(c1cccs1)N1CCOCC1 (stereo not drawn)	?	14%	-6%	-7%	-12%	-12%	-16	7	-1
COc1ccccc1C(=O)NC(=S)Nc1cccnc1Cl	0%	-6%	-2%	19%	-28%	-26%	19	28	-2
CC(CN1CCOCC1)OC(=O)c1cccc(Br)c1 (stereo not drawn)	2%	13%	12%	-3%	10%	7%	24	32	-16
O=C(/C=C/c1ccc(Br)o1)NCCCN1CCOCC1	-12%	-7%	-5%	23%	15%	9%	-2	4	0
O=C(c1ccccc1)c1cc2ccccc2oc1=O	3%	22%	13%	-4%	2%	1%	11	23	1
O=C(Nc1cc(Cl)ccc1O)C1CCCO1 (stereo not drawn)	16%	-6%	14%	-7%	18%	8%	3	-4	5
CCOc1ccccc1N(C)C(=O)CCS(=O)(=O)c1ccc2c(c1)NC(=O)CO2	14%	6%	1%	-1%	12%	-12%	1	11	-2
CCOC(=O)C1(Cc2ccccc2Cl)CCN(C(=O)c2cc(C)on2)CC1	?	-2%	-16%	-15%	-2%	1%	-17	29	-1
COc1cc(-c2c(-c3cc(OC)c(OC)c(OC)c3)noc2C)ccc1F	0.41µM*	?	0.33µM*!	1.3µM*	0.13µM*	0.33µM*	-2	88	5
C[C@@H]1CN([C@H](C)CO)C(=O)CCCn2cc(nn2)CO[C@H]1CN(C)S(=O)(=O)c1ccc(F)cc1	-21%	-1%	?	/	-3%	-5%	0	-5	-7
O=C(COc1ccc(Cl)cc1)N1CCN(S(=O)(=O)c2cc(F)ccc2F)CC1	?	3%	?	/	9%	-1%	0	-29	8

(cont.)
molecule	KB-V1 MDR tox	GLP-1R agonist	KB-3-1 tox	SW480 rereplic	HT1080NT lethal	HT1080 IDH1KD tx	DRD3 antagonist	IL1B secr inh	D3 ag
Cc1cc(OCC(=O)NCC2CCC(C(=O)O)CC2)c2c(C)c(C)c(=O)oc2c1 (stereo not drawn)	0%	-6%	0%	5%	0%	-7%	3	16	10
Cc1c(Cl)cccc1NC(=O)C1CC2CCC1C2 (stereo not drawn)	18%	-1%	1%	-6%	-1%	-2%	0	11	6
CC(C)C(=O)Nc1ccc(C(=O)Nc2ccc(S(=O)(=O)N3CCOCC3)cc2)cc1	-8%	-3%	-16%	?	6%	1%	-9	15	2
CCc1nc2c(OCc3cccc(OC)c3)cccn2c1N(C)C(=O)c1ccccc1F	-2%	-4%	0%	/	-8%	-18%	2	-14	2
